# Screening data (PubChem BioAssay)
# Tb PYK inh: T. brucei pyruvate kinase inhibition. Q57TT1. TbPYK enzyme, Kinase-Glo Plus ATP luminescence, 45 min. Potency, µM (highest dose often 76.8 µM), inactives show top-dose activity, negative = inhibition, actives largely listed as inhibitors. hit rate 0.12% among 410,000. AID 624173; note: potency is the fitted concentration of half-maximal effect; nearly all actives have a fitted effect of over 50% in size
#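 ADP (130 uM final) triggers the TbPYK reaction after compound addition; incubation is 45 min at room temperature. Kinase-Glo Plus is then added and luminescence imaged. Normalized data are fitted to concentration-effect curves.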
# HCMV inh: human cytomegalovirus inhibition; HFF cells, HCMV-luciferase reporter, 72 h; hits give low values; activity change, negative = inhibition, % at 57.5 µM; hit rate 4.5% among 410,000; in the data active = activity change below about -60%; inconclusive = no clear call, values can overlap the other calls; inactive = above about -39%
#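 Two-dose cell screen: HFF monolayers treated with compounds and infected with luciferase-expressing HCMV at 1 PFU/cell, 72 h at 37C, then lysed for luciferase measurement.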
# Sm TGR inh: blocks Schistosoma mansoni thioredoxin glutathione reductase; Q962Y6; purified TGR, DTNB reduction, TNB absorbance 405 nm; Potency, µM (doses to about 114 µM), inactives show at the highest dose activity change, negative = inhibition, usual class: inhibitors; hit rate 3% among 360,000; AID 485364; note: potency is the fitted concentration of half-maximal effect; nearly all actives have a fitted effect of over 60% in size
#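 Kinetic colorimetric format: TGR-catalysed, NADPH-driven DTNB reduction monitored via TNB absorbance. Enzyme dispensed at 20 nM; compound exposure 15 min at room temperature before reaction start.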
# AMA1 RON2 block: disrupts binding of P. falciparum AMA1 to RON2. AlphaScreen AMA1-biotinylated RON2 peptide binding. Potency, µM (series often up to 58.2 µM), for inactives: top-dose activity change, negative = inhibition, usual class: inhibitors. hit rate 0.2% among 360,000. AID 720542;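 note: potency is the fitted concentration of half-maximal effect; 0% = vehicle wells and -100% = peptide control; nearly all actives have a fitted effect of over 45% in size; some results filed as inactive show a strong effect at the top dose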
#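 AMA1 (3D7) with his tag at 25 nM final met compounds first, then biotinylated RON2 peptide at 25 nM; detection used donor plus acceptor beads, 10 µg/mL apiece, read by AlphaScreen after 30 min at room temperature.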
# AmpC no deterg: blocks E. coli AmpC beta-lactamase in detergent-free assay; hit rate 0.52% among 330,000; P00811; AmpC nitrocefin hydrolysis, absorbance 480 nm, 0.0001% Triton; Potency, µM (doses to about 57.1 µM), without a hit: at the top dose activity change, negative = inhibition, actives largely listed as inhibitors;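 note: potency is the fitted concentration of half-maximal effect; plate controls were no compound for no effect and no enzyme for full effect; nearly all actives have a fitted effect of over 20% in size; some results filed as inactive show a strong effect at the top dose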
# Target sequence (P00811 whole entry, looked up): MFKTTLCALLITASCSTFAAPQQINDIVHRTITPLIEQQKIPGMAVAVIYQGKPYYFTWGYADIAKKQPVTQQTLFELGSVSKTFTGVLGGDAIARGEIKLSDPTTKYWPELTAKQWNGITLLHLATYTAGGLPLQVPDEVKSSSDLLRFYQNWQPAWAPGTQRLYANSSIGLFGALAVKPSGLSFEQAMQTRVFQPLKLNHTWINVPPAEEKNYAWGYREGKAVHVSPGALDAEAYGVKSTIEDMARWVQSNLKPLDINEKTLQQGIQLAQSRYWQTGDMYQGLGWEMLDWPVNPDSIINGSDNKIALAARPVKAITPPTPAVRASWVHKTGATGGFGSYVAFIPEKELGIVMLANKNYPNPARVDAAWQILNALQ
#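 AmpC (5.3 nM in the dispensed reagent) in 20 mM phosphate pH 7.0 with 0.01% (detergent screen) or 0.0001% Triton X-100 was preincubated with compounds for 15 min at room temperature. Nitrocefin was then added from an 800 uM solution, and hydrolysis was followed at 480 nm.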
# AmpC detergent: AmpC beta-lactamase inhibition with detergent present; AmpC hydrolysis of nitrocefin, absorbance 480 nm, 0.01% Triton; Potency, µM (highest dose often 114 µM), for inactives: at the top dose activity change, negative = inhibition, hits mostly inhibitors; AID 485294; hit rate 0.041% among 370,000; P00811;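 note: potency is the fitted concentration of half-maximal effect; 0% = no-compound wells and -100% = no-enzyme wells; nearly all actives have a fitted effect of over 25% in size; some results filed as inactive show a strong effect at the top dose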
#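 20 mM phosphate pH 7.0 + 0.01% (detergent screen) or 0.0001% Triton X-100; 5.3 nM AmpC reagent; cpd preinc 15 min RT; nitrocefin (800 uM stock) to start; A480 q20 s × 4 min; Activity was normalised to no-enzyme and no-compound control wells.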
# LmPK inh: inhibitors of Leishmania mexicana pyruvate kinase; Q27686; purified LmPK, Kinase-Glo ATP luminescence, 1 h; Potency, µM (doses to about 57.5 µM), inactives show at the top dose activity change, negative = inhibition, actives largely listed as inhibitors; hit rate 0.37% among 290,000; AID 1721; note: potency is the fitted concentration of half-maximal effect
# Target sequence (Q27686 whole entry, looked up): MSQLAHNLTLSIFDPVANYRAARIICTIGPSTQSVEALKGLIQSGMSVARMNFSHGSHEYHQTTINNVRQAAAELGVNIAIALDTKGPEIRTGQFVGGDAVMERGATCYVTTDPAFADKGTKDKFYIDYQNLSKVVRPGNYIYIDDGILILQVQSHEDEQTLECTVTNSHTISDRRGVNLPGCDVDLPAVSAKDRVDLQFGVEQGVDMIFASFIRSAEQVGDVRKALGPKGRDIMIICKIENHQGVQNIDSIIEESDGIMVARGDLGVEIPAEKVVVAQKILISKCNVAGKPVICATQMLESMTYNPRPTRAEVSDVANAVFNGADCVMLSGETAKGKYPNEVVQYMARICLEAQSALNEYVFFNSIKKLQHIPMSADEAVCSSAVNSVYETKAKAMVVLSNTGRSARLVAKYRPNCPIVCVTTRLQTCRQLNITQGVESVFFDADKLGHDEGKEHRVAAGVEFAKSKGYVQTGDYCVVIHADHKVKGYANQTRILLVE
#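 In 50 mM imidazole pH 7.2 with 7 mM MgCl2, LmPK (0.1 nM) turned over PEP (0.5 mM) and ADP (0.1 mM) for 1 h at room temperature. Luciferase read-out of ATP.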
# The depositor's hits bear a star; u = inconclusive; x = not tested or not shown; & = joins results of further samples; [ ] = remark or other dose. Unless noted, calls come from the whole dose curve; as a rule, active = well fitted curve in the direction sought with a large enough effect; inconclusive = small, poorly fitted or top-dose-only effect, or another doubt; inactive = no such curve, though single readings can be large; an effect the other way counts as inactive or inconclusive. Unless noted, % is set by controls: 0 for no effect and ±100 for the full control effect. Not a hit list. Share with any hit: about 7.4%.
# A first look (three entries):
Compound | Tb PYK inh | HCMV inh | Sm TGR inh | AMA1 RON2 block | AmpC no deterg | AmpC detergent | LmPK inh
CCC(CC)C(=O)Nc1ccc(C)c(O)c1 | 3% | -11 | 12% | 6% | -11% | -4% | 0%
O=C(/C=C/c1ccc(F)cc1)NC(=S)Nc1ccccc1C(=O)NC1CCCCC1 | -5% | -35 | -10% | 26% | -22% | -15% | 0%
O=C(CCC1CCCN(Cc2cccc(Cl)c2)C1)NCc1ccccc1F (stereo not given) | -1% | -37 | -1% | 6% | 1% | 2% | -4%

# The list itself, repeating the preview:
Compound | Tb PYK inh | HCMV inh | Sm TGR inh | AMA1 RON2 block | AmpC no deterg | AmpC detergent | LmPK inh
CCC(CC)C(=O)Nc1ccc(C)c(O)c1 | 3% | -11 | 12% | 6% | -11% | -4% | 0%
O=C(/C=C/c1ccc(F)cc1)NC(=S)Nc1ccccc1C(=O)NC1CCCCC1 | -5% | -35 | -10% | 26% | -22% | -15% | 0%
O=C(CCC1CCCN(Cc2cccc(Cl)c2)C1)NCc1ccccc1F (stereo not given) | -1% | -37 | -1% | 6% | 1% | 2% | -4%
O=c1[nH]c2ccc(NC(=S)Nc3ccc(Cl)cc3)cc2[nH]1 | -2% | u | -14% | -8% | -9% | 4% | -3%
CCOc1ccc(CCN2C(=S)N([C@@H](Cc3ccc(O)cc3)CN3CCC[C@@H]3CN3C(=S)NC[C@@H]3Cc3ccccc3)C[C@@H]2Cc2ccc(O)cc2)cc1 | 1% | -39 | x | 2% | x | x | x
COc1ccccc1NC(=O)NCCN1CCNC1=O | 4% | 30 | 7% | -8% | -6% | 2% | 1%
Cn1cc(/C=C(\C#N)C(=O)Nc2cccc([N+](=O)[O-])c2)c2ccccc21 | 1% | u | -2% | 0% | -24% | 1% | 4%
C/C=C(\C)C(=O)NCCN1C2=NC[C@H](Cc3ccc(O)cc3)N2C[C@@H]1Cc1ccc(OC)cc1 | -6% | 6 | -19% | -7% | 21% | 4% | -1%
CCCC12CN3CC(C)(CN(C1)C3c1cn(C)c3ccccc13)C2=O (stereo not given) | 0% | 9 | -6% | x | x | -4% | x
O=C(NCc1ccco1)c1nn2c(C(F)(F)F)cc(-c3cccs3)nc2c1Cl | 4% | 38 | -16% | 4% | -8% | 1% | 2%
COc1ccc(NC(=O)CSc2nc3ccccc3c(=O)n2C)cc1 | 7% | u | 3% | 0% | 127%[activator] | u | 2%
FC(F)(F)c1ccccc1C1C2=C(Nc3ncnn31)c1ccccc1CCC2 (stereo not given) | x | x | -35% | x | 3% | 3% | -13%
CN(C)c1oc(/C=C/c2ccccc2)nc1C#N | -11% | 65 | -3% | 1% | -2% | -11% | -2%
Cc1ccc(NC(=O)c2cc(-c3ccccc3O)n[nH]2)cc1Cl | -1% | -16 | 10% | 19% | -22% | 0% | -1%
CCn1c(COC(=O)CNC(=O)c2cc(OC)c(OC)c(OC)c2)nc2cc(S(=O)(=O)N(C)C)ccc21 | -1% | -23 | -1% | -6% | 82%[activator] | u | x
CCCCN1CNC(=S)N(c2ccccc2OCC)C1 | -11% | -27 | -9% | -4% | -15% | -8% | -4%
CN(CC(=O)Nc1ccc(Cl)c(Cl)c1)C(=O)c1ccccc1SCC(=O)N1CCCC1 | 0% | -12 | x | -12% | x | x | x
C[C@H]1CN([C@@H](C)CO)C(=O)c2cccc(NS(=O)(=O)c3ccc(F)cc3)c2O[C@H]1CN(C)S(=O)(=O)c1cn(C)cn1 | 3% | -11 | x | 2% | 191%[activator] | x | x
Nc1cc(=O)[nH]c(SCC(=O)NNC(=O)c2ccccc2)n1 | 1% | -25 | 3% | 104%[activator] | -18% | -10% | x
COc1ccc(CCC(=O)NCc2ccc3c(c2)OCO3)cc1 | 0% | u | 8% | 9% | -30% | 1% | -2%
Cc1ccc(C(=O)Nc2ccc3nc(SCC(=O)N4CCc5ccccc54)sc3c2)cc1 | -1% | 60 | 9% | x | x | 23% | x
O=C(CCS(=O)(=O)Cc1ccccc1)Nc1nc2c(s1)CCCC2 | -7% | -61* | -24% | 4% | -5% | 0% | 1%
COCCCNC(=O)CCc1nnc(Cc2ccc(-c3ccccc3)cc2)o1 | -1% | 59 | -12% | 5% | 117%[activator] | -5% | -2%
O=C(CCN1C(=O)/C(=C/c2ccc(Cl)cc2)SC1=S)Nc1cccc(C(=O)O)c1 | 1% | u | -7% | -3% | -30% | 1% | 0%
COCCCNc1nc2c(c(=O)n(Cc3ccc(Cl)cc3)c(=O)n2C)n1C | -5% | -23 | -3% | 0% | 94%[activator] | -5% | 2%
Cc1nc2nc(NCc3ccc(Br)cc3)[nH]n2c(=O)c1Cc1ccccc1 | -2% | 7 | 3% | x | x | 14% | x
COc1ccccc1NS(=O)(=O)c1cc(NC(=O)CNC(=O)c2cc(C)cc(C)c2)ccc1C | -1% | u | 14% | 14% | -48% | -1% | 4%
COc1ccc(C)cc1NC(=O)Nc1ccc(C(=O)N2CCCC2)cc1 | -5% | 41 | 4% | 2% | 51% | -2% | -29%
COc1ccc(Cc2nnc(NC(=O)c3ccc(C)cc3)s2)cc1OC | -2% | -8 | 3% | -2% | -15% | -1% | 2%
O=C(COC(=O)c1cccs1)NCc1cccs1 | -3% | 12 | 1% | 6% | -18% | 0% | 3%
COC(=O)c1c(NC(C)=O)sc(C(=O)Nc2ccccc2F)c1C | -2% | 102 | x | 24% | 0% | -8% | 3%
COc1ccccc1NC(=O)CN1C(=O)CCSc2ccccc21 | 0% | 30 | 1% | x | x | 15% | x
O=C(c1ccc(Br)o1)N1CCN(c2ncccn2)CC1 | -3% | 20 | -3% | 9% | -4% | -1% | 0%
O=C(CSc1ncn[nH]1)Nc1ccc(OCc2ccccc2)cc1 | -4% | u | 13% | 11% | -45% | -2% | 1%
COc1cccc(S(=O)(=O)NCC(=O)Nc2ccc(C(C)(C)C)cc2)c1 | 4% | -23 | -11% | 6% | -15% | -12% | 2%
CC(C(=O)Nc1ccc2c(c1)OCO2)N(C)CC(=O)Nc1ccccc1Cl (stereo not given) | 0% | -17 | x | 69%[activator] | -26% | x | x
COc1cc(NC(=O)c2ccccc2)c(OC)cc1NC(=O)Cc1cccs1 | 2% | -13 | -17% | -23% | -30% | 2% | -4%
CCOc1cc(NC(=O)c2ccco2)c(OCC)cc1NC(=O)COc1ccccc1C | 4% | u | x | -4% | x | x | x
CCOc1ccc(N2CC(C(=O)NC(C)C)CC2=O)cc1 (stereo not given) | 2% | 20 | 0% | 3% | -3% | -4% | -2%
CC1CCc2cc(F)ccc2N1C(=O)c1cc2nc(-c3ccco3)cc(C(F)(F)F)n2n1 (stereo not given) | -9% | -27 | u | 0% | -4% | 3% | 6%
CCOc1ccc(NC(=O)Cn2c(=O)n(CCCC(=O)NC3CCN(Cc4ccccc4)CC3)c(=O)c3ccccc32)cc1 | 0% | -7 | 2% | -7% | 154%[activator] | -14% | 3%
CN=C1S/C(=C\c2cccc(Cl)c2Cl)C(=O)N1C | -1% | -36 | x | -4% | x | x | x
COc1ccc(OCc2nnc(SCC(=O)N3CCCc4ccccc43)n2-c2ccc(C)cc2)cc1 | 5% | -9 | -12% | 15% | 40% | 4% | 5%
Cc1cc(C)nc(SCC(=O)Nc2ccc(S(=O)(=O)NCCO)cc2)n1 | -4% | -4 | -2% | 2% | -7% | -9% | -8%
COC(CNS(=O)(=O)c1ccc(S(=O)(=O)NC2CC2)cc1)OC | 2% | 39 | -7% | -2% | 91% | -5% | 3%
CCCCCCCCC(=O)N/N=C(\C)c1cccnc1 | 1% | 20 | -4% | 34%[activator] | -20% | -5% | 0%
Cn1c2c(c(=O)n(C)c1=O)C(c1ccc(Cl)cc1)C(C#N)=C(N)O2 (stereo not given) | -19% | -7 | -24% | 9% | -16% | 2% | 0%
CC(=O)C[C@H]1c2cc(C(F)(F)F)ccc2S(=O)(=O)N1C1CCCC1 | -5% | 12 | x | -2% | x | x | x
O=C(N/N=C/c1ccc([N+](=O)[O-])o1)C(O)c1ccccc1 (stereo not given) | -3% | -60* | 45µM* | 34%[activator] | -6% | 8% | -4%
O=C(O/N=C1\CCCc2ccccc21)c1cccs1 | -10% | -31 | -1% | -4% | -23% | -11% | u
OC(CCCN1CCCCC1)(c1ccccc1)c1ccccc1 | -12%&-2% | 14 | 1% | 5% | -22% | u | 1%
CCOC(=O)c1cccc(NC(=O)CN(c2ccc(OC)cc2)S(=O)(=O)c2c(C)noc2C)c1 | 3% | 12 | -34% | -3% | -5% | -4% | 0%
CSc1nnc(N(CCC#N)CCC#N)s1 | -2% | 12 | -4% | 3% | -2% | -13% | -3%
O=C(Nc1ccccc1)c1cc(C2CCCN(C(=O)c3ccccc3)C2)on1 (stereo not given) | 1% | 23 | x | -12% | x | x | x
Cc1ccc(OCCOc2cccc(/C=N/NC(N)=O)c2)cc1 | 0% | 42 | 7% | 46%[activator] | -22% | -3% | 3%
O=C(c1cc(-c2ccco2)nc2ccccc12)N1CCCC(C(F)(F)F)C1 (stereo not given) | 1% | 0 | 35µM* | -9% | -7% | u | x
COc1cccc(C=C2SC(=S)NC2=O)c1 | -3% | 152 | x | 0% | x | x | x
C[C@@H]1CN([C@H](C)CO)S(=O)(=O)c2ccc(Br)cc2O[C@H]1CN(C)C(=O)Cc1ccccn1 | 3% | 0 | x | -2% | x | x | x
COc1ccc(N2CCN(C(=O)CSc3nc(-c4ccc(C(C)C)cc4)no3)CC2)cc1 | 0% | 3 | 2% | x | x | -4% | x
Cc1cccc(CN2CCN(c3ncccn3)CC2)c1 | 13% | -10 | -2% | 4% | -4% | -9% | -2%

# Later entries.
Compound | Tb PYK inh | HCMV inh | Sm TGR inh | AMA1 RON2 block | AmpC no deterg | AmpC detergent | LmPK inh
O=C(NCC(=O)N(Cc1ccccc1)C(C(=O)NCC1CCCO1)c1ccccc1)c1ccco1 (stereo not given) | 2% | -22 | -7% | -7% | 26% | 5% | 0%
COc1ccc(NC(=O)N(C)C[C@H]2Oc3c(NC(=O)Nc4c(C)noc4C)cccc3C(=O)N([C@H](C)CO)C[C@@H]2C)cc1 | 1% | -9 | x | 9% | -8% | x | x
CCn1cc(/C=C(\NC(=O)c2ccccc2OC)C(=O)N2CCN(C)CC2)c2ccccc21 | 11% | 4 | -17% | -5% | 97%[activator] | u | -7%
CCN(C(=O)C(=O)Nc1ccc2nc3n(c(=O)c2c1)CCCCC3)c1ccc(F)cc1 | 1% | -10 | 1% | x | x | 0% | x
CC(CNC(=O)CCc1nnc(CCC2CCCCC2)o1)c1ccccc1 (stereo not given) | 5% | -1 | 2% | 4% | 153%[activator] | -3% | 8%
O=C(O)c1ccc(S(=O)(=O)N(Cc2ccccc2)C2CCCCC2)cc1 | -3% | -26 | 6% | 11% | -19% | 4% | 0%
